AID2073: inhibitors of Mint1-CaV2.2 protein interaction, biochemical, HTRF (AID 2073) | HTRF protein-protein interaction, Mint1-CaV2.2; higher % means a stronger effect | inhibition, % at 20 µM; hits with a dose series show IC50 in µM | actives 0.19% (n = 290,000); in the data active means inhibition mostly above about 51%, no sharp cut-off; inconclusive means no clear call, values can overlap the other calls; inactive means mostly below about 53%; further: some results filed as inactive read as strong as hits
GPR35 arrestin U2OS: GPR35 antagonists blocking zaprinast-driven arrestin recruitment, primary screen, imaging, U2OS, beta-arrestin-GFP, zaprinast agonist (AID 2058). inhibition, % at 10 µM, or IC50 in µM where a hit was titrated. actives 0.052% (n = 290,000). U2OS GPR35 beta-arrestin-GFP translocation imaging, zaprinast antagonism; higher % means a stronger effect;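 active means inhibition of at least 50% with at least 30 cells and total cytoplasm GFP at most 10,000,000; inconclusive means under 30 cells or total GFP of 10,000,000 plus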
Dengue-2 NS5 capping: Dengue-2 NS5 methyltransferase inhibitors, primary screen, biochemical, confirmation dose response (AID 588689); Genome polyprotein (Dengue virus type 2 (strain 16681-PDK53)); actives 0.3% (n = 340,000); Dengue-2 NS5 methyltransferase capping enzyme assay, biochemical; higher % means a stronger effect; inhibition, % at 25 µM, or IC50 in µM where a hit was titrated; in the data active means a potency from the dose series; inconclusive means inhibition above about 29% without an active follow-up result
NTR1 agonist: agonists of NTR1, primary screen, imaging, U2OS cells, beta-arrestin-GFP, high content (AID 493036) | Neurotensin receptor type 1 (Homo sapiens), P30989 | NTR1-U2OS beta-arrestin-GFP spot imaging, agonist mode | activation, % at 20 µM | actives 0.17% (n = 330,000);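 active means activation at or above 40% of the spot to cytoplasm intensity ratio, with at least 20 cells analyzed; inconclusive means wells under 20 cells, flagged as cytotoxic or low count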;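 further: 0% = DMSO without peptide and 100% = 100 nM NTR1 peptide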
Target sequence (P30989 whole entry, looked up): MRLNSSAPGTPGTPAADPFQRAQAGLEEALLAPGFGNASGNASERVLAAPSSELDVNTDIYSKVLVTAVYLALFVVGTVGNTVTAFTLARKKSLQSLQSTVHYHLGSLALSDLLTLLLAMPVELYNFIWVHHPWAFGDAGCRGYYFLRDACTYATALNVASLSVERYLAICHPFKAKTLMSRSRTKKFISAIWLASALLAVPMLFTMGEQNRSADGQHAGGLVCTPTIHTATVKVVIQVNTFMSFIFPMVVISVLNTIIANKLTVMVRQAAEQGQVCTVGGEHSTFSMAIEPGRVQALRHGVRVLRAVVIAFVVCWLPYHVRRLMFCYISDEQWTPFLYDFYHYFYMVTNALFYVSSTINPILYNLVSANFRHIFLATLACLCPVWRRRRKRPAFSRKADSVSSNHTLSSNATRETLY
MgcRacGAP inhibition: MgcRacGAP GTPase-activating activity inhibitors, confirmation, biochemical, ADP Hunter fluorescence; Rac GTPase-activating protein 1 (Homo sapiens); MgcRacGAP-stimulated Rac1 GTP hydrolysis, ADP Hunter fluorescence; higher % means a stronger effect; GST-tagged Rac1 F28L mutant substrate; actives 0.6% (n = 340,000); inhibition, % at 30 µM, or IC50 in µM where a hit was titrated;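 active means first-screen hits whose inhibition reached a set limit at any dose in the follow-up dose series; inconclusive means inhibition above the set first-screen limit but never retested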;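 further: fluorescence reports GDP produced by GAP-driven GTP hydrolysis; strong numbers were not always called active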
GPR55 activation: GPR55 agonists via beta-arrestin recruitment, primary screen, imaging, U2OS cells, beta-arrestin-GFP redistribution (AID 1961). G-protein coupled receptor 55 (Homo sapiens). U2OS GPR55 beta-arrestin-GFP redistribution imaging; higher % means a stronger effect. activation, % at 10 µM; hits with a dose series show EC50 in µM. actives 0.048% (n = 290,000);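 active means activation above 40% with more than 50 cells counted in the well; inconclusive means wells holding fewer than 50 cells, flagged as toxic or sparse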;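 further: U2OS osteosarcoma cells stably expressing GPR55 and beta-arrestin-GFP; plate controls were DMSO negative control for no effect and LPI positive control for full effect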
Yfh1-depleted yeast: enhancers of respiration in Yfh1-depleted yeast, dose response, Friedreich's ataxia, plus single-dose screen (AID 1465). S. cerevisiae Yfh1-off respiration, WST-1 reduction, 72 h; higher fold induction means a stronger effect. fold induction at 50 µM, or EC50 in µM where a hit was titrated. actives 0.074% (n = 220,000);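 active means fold induction of absorbance versus untreated yeast above a set limit, then at least 30% activation at any dose in follow-up; inconclusive means repeats straddling the limit, or above it without dose testing; inactive means fold induction below the set limit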;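 further: activators that raise dye reduction in frataxin-depleted yeast; strong numbers were not always called active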
Large T inhibition: SV40 large T antigen inhibitors, biochemical (AID 1903) | SV40 large T antigen ATPase/helicase inhibition assay; higher % means a stronger effect | inhibition, % at 20 µM, or IC50 in µM where a hit was titrated | actives 0.39% (n = 310,000); in the data active means a potency from the dose series; inconclusive means inhibition mostly from about 32% at the one dose, without a potency; inactive means the rest, 99 in 100 with inhibition below about 32%; further: strong numbers were not always called active
GPR55 antagonists: GPR55 antagonists blocking LPI-driven arrestin recruitment, primary screen, imaging, U2OS, beta-arrestin-GFP, LPI agonist (AID 2013) | one-dose inhibition, % at 10 µM; IC50 in µM for titrated hits | G-protein coupled receptor 55 (Homo sapiens) | U2OS GPR55 beta-arrestin-GFP translocation imaging, LPI antagonism; higher % means a stronger effect | actives 0.13% (n = 290,000);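 active means spots per cell inhibited over 60%, with over 100 cells counted and total cytoplasm intensity under 500,000; inconclusive means wells with under 100 cells, flagged as likely toxic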;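 further: U2OS cells stably carrying GPR55 and arrestin-GFP stimulated by 5 µM LPI near EC80; imaged beta-arrestin-GFP aggregate spots per cell after agonist stimulation; plate controls were LPI-stimulated DMSO wells for no effect and DMSO wells without LPI for full effect; some results filed as inactive read as strong as hits; confirmed hits need IC50 under 10 µM and bright autofluorescent wells are also inconclusive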
NTR1 agonist cell count 20 µM: recorded beside NTR1 agonist, whose call it bears; cell count; measured here: cell count, cytotoxicity flag
Dengue-2 NS5 capping pilot replicate: further read-out of Dengue-2 NS5 capping, marked with its call; inhibition, %; measured here: pilot screen replicate inhibition
Starred values were filed as active, the others as inactive; i = inactive; u = inconclusive; x = not tested or not shown; & = joins results of further samples. Not a hit list; 1.7% or so of the library scored in one or more.

SMILES	AID2073	GPR35 arrestin U2OS	Dengue-2 NS5 capping	NTR1 agonist	NTR1 agonist cell count 20 µM	MgcRacGAP inhibition	GPR55 activation	Yfh1-depleted yeast	Large T inhibition	GPR55 antagonists	others
O=C(/C=C/c1cccs1)NCc1ccc2c(c1)OCO2	4.9%	-7.4%	-11.1%	1.2	88	7.2%	-0.1%	x	4.8%	-1.0%
Cc1cc(C)cc(N2C(=O)CC(N3CCOCC3)C2=O)c1 (stereo not drawn)	-9.5%	7.9%	-5.6%	0.2	48	11.7%	-0.1%	i	9.9%	-3.8%
CN(C)S(=O)(=O)c1cccc(NC(=O)CCCSc2ccccc2)c1	2.0%	-13.4%	1.6%	0.7	45	-2.7%	0.2%	x	9.3%	-9.9%
N=c1c(C(=O)NC2CCCCC2)cc2c(=O)n3ccccc3nc2n1Cc1cccnc1	24.4%	-1.8%	22.0%	-1.4	56	5.8%	u	x	5.4%	-9.4%
Cc1cc(=O)oc2cc(OCC(=O)NC3CCCCC3)ccc12	8.9%	-8.0%	-5.5%	0.9	30	-2.5%	0.5%	x	3.3%	-1.3%
Cn1c(CCCNC(=O)c2cccs2)nc2ccccc21	-7.8%	-1.1%	-1.4%	-0.3	46	0.4%	-0.2%	i	8.8%	4.0%
CC1(C)Cc2nc3sc4c(=O)n(Cc5ccccc5)cnc4c3cc2CS1	3.7%	-2.1%	-3.9%	4.7	70	-5.0%	-0.2%	i	14.4%	-23.4%
CCOC(=O)c1sc(NC(=O)c2ccccc2OC)nc1C	12.2%	-1.9%	-5.5%	-0.9	92	-3.4%	0.8%	i	1.2%	-0.8%
COc1cc(Br)cc(/C=N/NC(=O)Cc2ccc(C(F)(F)F)cc2[N+](=O)[O-])c1O	13.8%	17.3%	0.6%	12.2	72	5.1%	-0.2%	i	-2.2%	4.9%
COc1ccc(CN2C3CCCC2CC(NC(=O)Nc2ccccc2)C3)cc1 (stereo not drawn)	11.7%	9.0%	-8.9%	-0.1	95	4.3%	-0.2%	i	10.1%	10.3%
COc1ccc(CNC(=O)/C=C/c2ccc(OCCCF)cc2)cc1	15.2%	6.9%	x	0.1	64	10.7%	-0.1%	i	-1.0%	11.7%
Cc1ccc(-c2ccc(SCC(=O)N3CCc4ccccc43)nn2)cc1	10.4%	2.8%	x	7.5	84	x	0.3%	i	16.6%	5.0%
COc1cc(NC(=O)c2cc(Cl)ccc2Cl)ccc1-c1cc2ccccc2oc1=O	31.2%	-1.0%	4.1%	1.9	66	2.4%	0.0%	i	4.7%	12.9%
Cc1ccc(NC(=O)CSc2nccn2Cc2ccco2)cc1	0.2%	5.0%	-7.7%	1.4	56	7.0%	0.0%	x	6.6%	-4.9%
CN(C)c1nc(Nc2ccccc2)nc(N(C)C)n1	-1.5%	12.4%	-3.2%	-1.9	80	8.3%	0.2%	i	-1.3%	13.2%
CCc1ccc(C(CC(=O)c2ccc(Cl)cc2)C(=O)O)cc1 (stereo not drawn)	13.6%	-4.2%	-0.8%	-2.5	86	7.6%	0.0%	i	14.0%	9.5%
CN(Cc1nnc(-c2ccc(F)cc2)o1)c1ccccc1	3.4%	-5.2%	-7.1%	0.1	49	-0.8%	-0.1%	x	21.3%	-8.4%
COC(=O)C1CCN(C(c2cccs2)c2sc3nc(C)nn3c2O)CC1 (stereo not drawn)	2.6%	-8.4%	-1.4%	-2.0	96	-0.5%	0.3%	i	7.8%	18.0%
O=C(CSc1nnc(-c2ccncc2)o1)N1CCCC1	-1.5%	-9.8%	0.0%	3.5	63	1.0%	-0.3%	i	3.6%	5.8%
CCOc1ccccc1OCCCC(=O)N1CCN(S(=O)(=O)c2ccc(C)cc2)CC1	11.0%	-7.8%	0.0%	-0.5	75	0.5%	-0.2%	i	5.8%	-3.2%
CCOc1ccc(S(=O)(=O)NCCC(=O)N2CCN(c3ccc(OC)cc3)CC2)cc1	-0.2%	1.7%	0.0%	-0.3	46	20.1%	0.2%	i	8.0%	5.5%
Cc1cccn2c(=O)c3cc(C(=O)NCc4ccco4)c(=N)n(C4CCCC4)c3nc12	18.2%	-6.9%	5.5%	6.8	47	4.6%	0.6%	x	9.2%	1.68µM*
Cc1cc(=O)oc2c(CN3CCN(CCO)CC3)c(O)ccc12	35.2%	-11.3%	-1.7%	-1.1	56	6.2%	-0.2%	x	5.0%	12.2%
CC1CCCCC1NC(=O)CN1CCC(NC(=O)c2ccc([N+](=O)[O-])cc2)CC1 (stereo not drawn)	5.6%	-2.0%	-14.1%	-1.5	51	4.5%	-0.1%	x	16.3%	4.7%
CC1CCc2sc(C(=O)N/N=C/c3ccc(O)cc3)cc2C1 (stereo not drawn)	17.5%	-9.1%	4.6%	14.7	65	28.3%	0.5%	i	22.5%	2.5%

Next part, starting with the last 3 of the part before.
SMILES	AID2073	GPR35 arrestin U2OS	Dengue-2 NS5 capping	NTR1 agonist	NTR1 agonist cell count 20 µM	MgcRacGAP inhibition	GPR55 activation	Yfh1-depleted yeast	Large T inhibition	GPR55 antagonists	others
Cc1cc(=O)oc2c(CN3CCN(CCO)CC3)c(O)ccc12	35.2%	-11.3%	-1.7%	-1.1	56	6.2%	-0.2%	x	5.0%	12.2%
CC1CCCCC1NC(=O)CN1CCC(NC(=O)c2ccc([N+](=O)[O-])cc2)CC1 (stereo not drawn)	5.6%	-2.0%	-14.1%	-1.5	51	4.5%	-0.1%	x	16.3%	4.7%
CC1CCc2sc(C(=O)N/N=C/c3ccc(O)cc3)cc2C1 (stereo not drawn)	17.5%	-9.1%	4.6%	14.7	65	28.3%	0.5%	i	22.5%	2.5%
Cn1nnnc1SCC(=O)Nc1ccc(Cl)c(S(=O)(=O)N2CCOCC2)c1	-4.7%	3.1%	4.0%	1.5	53	0.8%	0.6%	i	6.1%	7.8%
COc1ccc2c(C)c(CCC(=O)NCCCN3CCCC3=O)c(=O)oc2c1C	11.6%	-5.3%	-4.3%	-2.5	84	2.5%	-0.1%	x	12.8%	-7.8%
C/C(=N/NC(=O)CNC(=O)COc1cccc(C)c1)c1ccc(Cl)cc1	16.8%	-11.1%	-1.4%	1.8	65	9.1%	-0.1%	x	x	3.7%
CCOc1ccccc1C(C(=O)NC1CCCC1)N(Cc1ccco1)C(=O)CNC(=O)c1ccco1 (stereo not drawn)	-1.8%	-2.2%	-6.6%	0.6	44	5.4%	-0.3%	i	1.6%	-10.7%
CC(=O)c1ccc(NC(=O)CCCN2C(=O)C(c3ccccc3)Oc3cccnc32)cc1 (stereo not drawn)	-5.4%	4.6%	-9.8%	0.6	52	7.9%	-0.2%	x	x	-2.2%
O=C(COc1c(Cl)cccc1Cl)Nc1ccccc1N1CCCC1	2.4%	-9.8%	7.5%	9.3	62	9.5%	-0.1%	x	22.1%	14.7%
CCCC(=O)Nc1ccc(Sc2ccc([N+](=O)[O-])cc2)cc1	4.2%	0.7%	0.5%	3.0	44	14.3%	-0.4%	i	-2.2%	8.4%
Cc1cccc(NC(=O)C2CCCN(C(=O)Nc3ccc(F)cc3)C2)c1 (stereo not drawn)	2.0%	2.9%	0.0%	0.9	55	6.9%	-0.4%	x	20.9%	0.4%
C=CCOC(=O)Nc1c(C(=O)OC)[nH]c2ccc(Cl)cc12	6.6%	-2.3%	-15.0%	0.3	60	0.3%	-0.2%	i	5.1%	-4.5%
CN1C(=O)/C(=C/c2cccc(Cl)c2)Sc2ccc(C(=O)N3CCCC3)cc21	11.6%	5.5%	x	14.6	62	x	-0.4%	x	8.7%	-25.3%
O=[N+]([O-])c1ccc2c(c1)Nc1nc3ccccc3nc1N2	5.1%	-3.7%	x	-2.4	58	12.9%	-0.1%	x	11.9%	-8.8%
CCSc1nc(N2CCCCC2)c2c(c1C#N)CCCC2	9.7%	-22.2%	0.6%	4.8	52	11.7%	-0.1%	i	21.9%	-16.0%
O=C(CN1CCN(Cc2ccccc2)CC1)Nc1ccccc1	9.8%	8.7%	-12.9%	2.1	48	9.6%	0.3%	x	5.2%	2.3%
COC(=O)Nc1cccn(Cc2c(Cl)cccc2Cl)c1=O	11.5%	-2.8%	-5.0%	1.7	93	11.0%	-0.1%	i	4.7%	10.0%	Dengue-2 NS5 capping pilot replicate=3.3
COc1ccc2c(C(=O)CCl)c[nH]c2c1	5.5%	10.7%	-13.1%	0.6	61	21.1%	-1.9%	u	11.4%	16.2%
Cc1cc(C)c[n+](-c2nc3ccccc3nc2C(=C=[N-])C#N)c1	7.4%&7.3%	4.4%&3.6%	-8.0%&-2.8%	0.2&0.0	86&62	5.0%&5.1%	0.1%&-0.1%	u	9.6%&18.6%	4.7%&2.6%
CC(=C\c1ccccc1)/C=C1/SC(=S)N(CCC(=O)O)C1=O	6.4%	-4.9%	11.1%	-0.9	43	12.8%	0.0%	x	0.3%	2.5%
CCCC1(C(=O)OC)NC(c2ccco2)C2C(=O)N(c3ccc(C)cc3)C(=O)C21 (stereo not drawn)	1.8%	-7.9%	-0.8%	-3.1	68	1.7%	0.0%	i	0.6%	18.9%
O=C(CSCc1ccc([N+](=O)[O-])cc1)NC1CC1	-3.9%	-9.0%	-2.6%	-0.2	63	-2.1%	0.5%	i	16.6%	16.7%
COc1ccc(C2C=C(C34CC5CC(CC(C5)C3)C4)NC(=S)N2)cc1 (stereo not drawn)	-7.3%	3.1%	2.7%	2.5	73	1.5%	0.5%	i	4.0%	13.4%
CCCc1nnc(NC(=O)CCS(=O)(=O)c2ccccc2)s1	4.7%	22.5%	-2.4%	0.4	47	-7.1%	0.3%	x	3.0%	6.3%
COc1ccccc1NC(=O)C(=O)NCCCN1CCCC1=O	x	x	-0.7%	-1.5	81	0.1%	x	x	10.9%	x
COc1ccccc1C(=O)NCC(=O)N/N=C/c1ccc2c(c1)OCO2	0.6%	-1.7%	-14.3%	0.1	35	3.6%	-0.2%	x	9.4%	-14.1%

Assay outcomes from PubChem BioAssay.
